Bioassay records: PubChem, several laboratories
FLuc inhib CS: inhibits firefly luciferase, flagging false hits in luciferase inhibition screens | inhibition, % at 10 µM | ATPLite firefly luciferase biochemical luminescence, 10 min | AID 1006 | actives 1.5% (n = 200,000);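 active = inhibition above about 50% when tested at 10 µM, limit read from the data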
Target sequence (P08659 whole entry, looked up): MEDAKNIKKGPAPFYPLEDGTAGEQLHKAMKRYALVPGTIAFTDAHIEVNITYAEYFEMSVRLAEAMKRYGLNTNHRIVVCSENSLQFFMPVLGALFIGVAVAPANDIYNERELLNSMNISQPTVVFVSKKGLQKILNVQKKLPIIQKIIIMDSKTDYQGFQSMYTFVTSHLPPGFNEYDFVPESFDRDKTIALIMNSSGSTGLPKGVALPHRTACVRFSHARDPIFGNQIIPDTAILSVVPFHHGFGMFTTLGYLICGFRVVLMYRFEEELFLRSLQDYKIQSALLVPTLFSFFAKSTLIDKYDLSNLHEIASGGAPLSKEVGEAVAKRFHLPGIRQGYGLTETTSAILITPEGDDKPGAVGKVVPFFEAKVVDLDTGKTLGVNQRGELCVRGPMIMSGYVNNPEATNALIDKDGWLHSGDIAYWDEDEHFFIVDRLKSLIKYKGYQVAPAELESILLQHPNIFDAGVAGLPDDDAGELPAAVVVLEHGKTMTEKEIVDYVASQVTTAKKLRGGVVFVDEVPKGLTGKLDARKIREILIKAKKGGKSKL
STAT3 inh: STAT3 signaling inhibition | U3A cells, IL-6 STAT3-luciferase reporter, luminescence; host cell line lacks STAT1 | inhibition, % at 5.5 µM | actives 0.89% (n = 190,000);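 active = inhibition above the mean inhibition across all screened compounds plus 3 SD, cut at about 44% in these data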;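 also: 0% = DMSO only wells and 100% = 100 µM nifuroxazide control wells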
FLuc stim CS: firefly luciferase counter-screen for stimulation assays. AID 1027. P08659. ATPlite luciferase biochemical, luminescence, 10 min; 0 = ATP-free wells, 1 = DMSO control. activation factor at 10 µM. 200,000 tested, under 10 active;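 active = luciferase activation factor, scaled between plate controls, of at least 2 with compound at 10 µM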
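Assay system: Luciferase/luciferin detection reagent, cell-free biochemical luciferase assay / Also added: ATP substrate / Schedule: 10 min at ambient temperature / Measured by: luminescence measurement of luciferase light output / Benchmarks: low control with PBS replacing ATP, high control enzyme plus ATP without compound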
STAT1 blocker: reduces IFN-gamma driven STAT1 reporter signal | actives 0.35% (n = 200,000) | inhibition, % at 5.5 µM | AID 920 | NIH 3T3 STAT1-luciferase reporter, luminescence;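 active = inhibition above a set limit, the mean inhibition across all tested compounds plus 3 SD, cut at about 34% in these data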;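 also: 0% = IFN-gamma with DMSO and 100% = IFN-gamma with 300 µM nifuroxazide; values of inactives mirror those of a sister screen read the other way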
APP 5UTR inh: APP translation inhibition; SH-SY5Y APP 5'UTR-luciferase reporter, luminescence; inhibition, % at 2 µM; actives 0.82% (n = 190,000); AID 1285;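 active = inhibition above a set limit, derived from the sample mean plus 3 SD, cut at about 45% in these data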; also: values of inactives mirror those of a sister screen read the other way
ROMK primary: modulators of human ROMK potassium channel | Tet-inducible ROMK, thallium flux fluorescence; actives lie on both sides | B-score at 10 µM | actives 2% (n = 130,000) | AID 1918;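 active = signal ratio slope over the read window, or its plate-corrected B-score, at least 3 SD from the plate mean, either direction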;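 also: B-score of the F/F0 ratio slope over 7 to 12 s after thallium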
Target sequence (P48048 whole entry, looked up): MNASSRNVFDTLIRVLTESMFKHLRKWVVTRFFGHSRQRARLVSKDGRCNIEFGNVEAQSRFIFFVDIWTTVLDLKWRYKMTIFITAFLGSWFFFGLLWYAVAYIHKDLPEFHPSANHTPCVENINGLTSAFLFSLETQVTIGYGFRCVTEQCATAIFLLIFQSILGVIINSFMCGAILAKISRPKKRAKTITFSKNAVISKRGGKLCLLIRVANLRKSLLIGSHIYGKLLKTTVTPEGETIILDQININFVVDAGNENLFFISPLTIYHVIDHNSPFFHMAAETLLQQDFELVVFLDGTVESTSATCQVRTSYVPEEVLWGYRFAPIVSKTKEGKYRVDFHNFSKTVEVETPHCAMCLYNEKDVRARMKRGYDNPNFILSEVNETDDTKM
STAT1 activator: STAT1 signaling activation; NIH 3T3 STAT1-luciferase reporter, IFN-gamma, luminescence; 100% = IFN-gamma alone, no compound; activation (% of control), % at 5.5 µM; actives 2.6% (n = 200,000);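 active = activation above the screen-wide mean activation plus 3 SD, cut at about 130% in these data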;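 also: raw ratio to IFN-gamma control signal so 100% means no change and 0% no light; values of inactives mirror those of a sister screen read the other way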
STAT3 activator: STAT3 signaling activation; U3A cells, IL-6 STAT3-luciferase reporter, luminescence; 100% = signal with IL-6 EC80 alone; activation (% of control), % at 5.6 µM; actives 0.91% (n = 190,000); AID 871;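 active = activation above the screen-wide mean of compound activation plus 3 SD, cut at about 130% in these data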;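 also: 0% = background luminescence of wells with medium and substrate only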
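Material: human STAT1-deficient U3A cells with stable STAT3-luciferase reporter / Probe or stimulus: IL-6 stimulus at 33 ng/mL final / Schedule: 1 h compound pre-exposure, 6 h IL-6 stimulation, 37 °C / Technique: luminescence / Read-out basis: percent of IL-6-only median luminescence / Control set: IL-6-only high control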
APP 5'UTR act: activates APP 5'UTR luciferase reporter | SH-SY5Y APP 5'UTR luciferase reporter, luminescence; zero percent = DMSO vehicle wells | activation, % at 2 µM | actives 1% (n = 190,000) | AID 1276;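 active = activation above a set limit, based on mean plus 3 SD of controls, cut at about 140% in these data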; also: values of inactives mirror those of a sister screen read the other way
NF-kB neuron act: NF-kB expression increase, human neuronal cells | AID 1239 | NF-kB reporter expression; hits give high values | actives 1.6% (n = 190,000) | fold change at 12.5 µM; in the data active = fold change above about 3.3
* hit, by the source's call.

Screening COC(=O)C(NC(=O)c1ccc(OC)cc1)(Nc1ncc(S(=O)(=O)c2ccc([N+](=O)[O-])cc2)s1)C(F)(F)F (configuration not stated) returned FLuc inhib CS -0.7, STAT3 inh -0.6, FLuc stim CS 1, STAT1 blocker 4.1, APP 5UTR inh -10.4, ROMK primary -1.85, STAT1 activator 96.2, STAT3 activator 105.7, APP 5'UTR act 10.4 and NF-kB neuron act 0.82.
For COCCn1c(SCc2cc(=O)n3cc(C)ccc3n2)nc2ccccc2c1=O the results were FLuc inhib CS -3.1, STAT3 inh -0.8, FLuc stim CS 1, STAT1 blocker 9.2, APP 5UTR inh 3.5, ROMK primary 0.274, STAT1 activator 88.8, STAT3 activator 104.7, APP 5'UTR act -3.5 and NF-kB neuron act 0.91.
Screening Cn1cc(CN2CCN(Cc3cccnc3)CC2)c(-c2ccc3c(c2)OCCO3)n1 returned FLuc inhib CS -6.2, STAT3 inh -7.4, FLuc stim CS 1.1, STAT1 blocker -5.7, APP 5UTR inh 9.5, ROMK primary 2.35, STAT1 activator 103.5, STAT3 activator 108.2, APP 5'UTR act -9.5 and NF-kB neuron act 1.01.
COc1ccc(NC(=O)C/C(C)=N/NC(=O)C(=O)NC2CCCCC2)c(OC)c1 was read as FLuc inhib CS -3.1, STAT3 inh 4.5, FLuc stim CS 1, STAT1 blocker -6.1, APP 5UTR inh -9.1, STAT1 activator 104.6, STAT3 activator 97.6, APP 5'UTR act 9.1 and NF-kB neuron act 0.96.
Screening CS(=O)(=O)N(CC(=O)Nc1cccnc1)c1ccc2c(c1)OCO2 returned FLuc inhib CS -2.2, STAT3 inh -3.2, FLuc stim CS 1, STAT1 blocker -10.5, APP 5UTR inh 10.1, STAT1 activator 109.7, STAT3 activator 105.0, APP 5'UTR act -10.1 and NF-kB neuron act 1.23.
`CCN(CC)CCN1C(=O)C(=O)/C(=C(/O)c2c(C)[nH]c(C(=O)OC)c2C)C1c1ccco1` (configuration not stated) gave FLuc inhib CS -6.1, STAT3 inh 7.8, FLuc stim CS 1.1, STAT1 blocker 0.7, APP 5UTR inh 7.4, ROMK primary 0.367, STAT1 activator 99.4, STAT3 activator 98.3, APP 5'UTR act -7.4 and NF-kB neuron act 0.98.
`CCOC(=O)c1c(C)[nH]c(C)c1C(=O)CSc1nc2ccccc2n1CC` gave FLuc inhib CS -2.9, STAT3 inh 3.7, FLuc stim CS 1, STAT1 blocker -0.3, APP 5UTR inh -0.3, STAT1 activator 100.3, STAT3 activator 99.4, APP 5'UTR act 0.3 and NF-kB neuron act 0.72.
`CCOC(=O)c1[nH]c2ccc(OCC)cc2c1NC(=O)CN1CCC2(CC1)OCCO2` gave FLuc inhib CS -5.6, STAT3 inh 10.4, FLuc stim CS 1.1, STAT1 blocker -8.3, APP 5UTR inh 0.7, STAT1 activator 107.6, STAT3 activator 99.5, APP 5'UTR act -0.7 and NF-kB neuron act 1.04.
`CCC(C)NC(=O)C1(NC(=O)Nc2ccccc2)CCCCC1` (configuration not stated) gave FLuc inhib CS -5.9, STAT3 inh 10.0, FLuc stim CS 1.1, STAT1 blocker 7.8, APP 5UTR inh 24.2, ROMK primary 0.477, STAT1 activator 94.2, STAT3 activator 95.6, APP 5'UTR act -24.2 and NF-kB neuron act 1.14.
Screening CN1C(=S)SC(/[N+]([O-])=C\c2ccccc2)C1(C)C (configuration not stated) returned FLuc inhib CS -3.6, STAT3 inh 3.5, FLuc stim CS 1, STAT1 blocker -7.5, APP 5UTR inh 12.8, STAT1 activator 106.8, STAT3 activator 100.4, APP 5'UTR act -12.8 and NF-kB neuron act 0.91.
Cc1nc(N2CCN(c3ccccn3)CC2)c2c(C)c(C(=O)Nc3ccccc3F)sc2n1 was read as FLuc inhib CS 6.8, STAT3 inh 13.5, FLuc stim CS 0.9, STAT1 blocker -4.9, APP 5UTR inh 9.5, ROMK primary -1.64, STAT1 activator 102.5, STAT3 activator 93.5, APP 5'UTR act -9.5 and NF-kB neuron act 0.44.
`Cc1nc2nc(SCC(=O)O)nn2c(C)c1Cc1ccccc1Cl` gave FLuc inhib CS 2.0, STAT3 inh -10.1, FLuc stim CS 1, STAT1 blocker -3.0, APP 5UTR inh -5.6, ROMK primary 0.573, STAT1 activator 102.3, STAT3 activator 110.2, APP 5'UTR act 5.6 and NF-kB neuron act 1.23.

The list goes on; it opens with the 2 that closed the last part.
Cc1nc(N2CCN(c3ccccn3)CC2)c2c(C)c(C(=O)Nc3ccccc3F)sc2n1 was read as FLuc inhib CS 6.8, STAT3 inh 13.5, FLuc stim CS 0.9, STAT1 blocker -4.9, APP 5UTR inh 9.5, ROMK primary -1.64, STAT1 activator 102.5, STAT3 activator 93.5, APP 5'UTR act -9.5 and NF-kB neuron act 0.44.
`Cc1nc2nc(SCC(=O)O)nn2c(C)c1Cc1ccccc1Cl` gave FLuc inhib CS 2.0, STAT3 inh -10.1, FLuc stim CS 1, STAT1 blocker -3.0, APP 5UTR inh -5.6, ROMK primary 0.573, STAT1 activator 102.3, STAT3 activator 110.2, APP 5'UTR act 5.6 and NF-kB neuron act 1.23.
`CC(NCc1ccc(F)cc1)C(=O)Nc1cc(S(=O)(=O)N2CCCCC2)ccc1Cl` (configuration not stated) gave FLuc inhib CS -4.5, STAT3 inh -13.1, FLuc stim CS 1, STAT1 blocker 5.7, APP 5UTR inh -22.3, ROMK primary 0.92, STAT1 activator 92.6, STAT3 activator 111.5, APP 5'UTR act 22.3 and NF-kB neuron act 1.22.
COc1cc(S(=O)(=O)NCCCN2CCOCC2)ccc1-n1cnnn1 was read as FLuc inhib CS -4.8, STAT3 inh 13.2, FLuc stim CS 1, STAT1 blocker 2.4, APP 5UTR inh 19.0, ROMK primary -0.00077, STAT1 activator 97.4, STAT3 activator 93.1, APP 5'UTR act -19.0 and NF-kB neuron act 1.1.
Cc1ccc(N(CC(=O)NCc2ccco2)C(=O)CCC(=O)Nc2ccccn2)cc1C was read as FLuc inhib CS -5.6, STAT3 inh 10.5, FLuc stim CS 1.1, STAT1 blocker -1.5, APP 5UTR inh 4.6, ROMK primary -0.705, STAT1 activator 101.4, STAT3 activator 96.5, APP 5'UTR act -4.6 and NF-kB neuron act 1.31.
`O=C1c2ccccc2C(O)N1Cc1ccccc1` (configuration not stated) gave FLuc inhib CS -2.6, STAT3 inh 2.8, FLuc stim CS 1, STAT1 blocker -8.6, APP 5UTR inh 2.4, STAT1 activator 107.9, STAT3 activator 100.5, APP 5'UTR act -2.4 and NF-kB neuron act 1.13.
Screening CC(C)CNC(=O)c1cccc(NC(=O)C(C)Oc2ccccc2)c1 (configuration not stated) returned FLuc inhib CS -5.9, STAT3 inh -4.9, FLuc stim CS 1.1, STAT1 blocker -4.1, APP 5UTR inh -10.6, ROMK primary 0.00657, STAT1 activator 100.7, STAT3 activator 108.1, APP 5'UTR act 10.6 and NF-kB neuron act 0.96.
COc1ccc(CCN(Cc2cccs2)S(=O)(=O)c2ccc(S(=O)(=O)N(C)C3CCCCC3)cc2)cc1OC was read as FLuc inhib CS -3.8, STAT3 inh -7.9, FLuc stim CS 1, STAT1 blocker -2.3, APP 5UTR inh -4.3, STAT1 activator 102.1, STAT3 activator 102.3, APP 5'UTR act 4.3 and NF-kB neuron act 0.91.
Screening Cc1ccc(C(=O)NC(=S)Nc2cccc(NC(=O)c3ccccc3Cl)c2)cc1[N+](=O)[O-] returned FLuc inhib CS -6.0, STAT3 inh 2.0, FLuc stim CS 1.1, STAT1 blocker 0.8, APP 5UTR inh -6.2, STAT1 activator 99.3, STAT3 activator 97.6, APP 5'UTR act 6.2 and NF-kB neuron act 0.8.
CCOc1ccc(CN2CCN(C3CCSCC3)CC2CCO)cc1 (configuration not stated) was read as FLuc inhib CS -8.5, STAT3 inh 0.4, FLuc stim CS 1.1, STAT1 blocker -3.1, APP 5UTR inh -1.7, ROMK primary 0.326, STAT1 activator 101.3, STAT3 activator 103.5, APP 5'UTR act 1.7 and NF-kB neuron act 0.89.
`CC(C)OC(=O)NC(c1ccccc1)C(Cl)(Cl)Cl` (configuration not stated) gave FLuc inhib CS -4.0, STAT3 inh 0.7, FLuc stim CS 1, STAT1 blocker 6.7, APP 5UTR inh 14.3, ROMK primary -1.16, STAT1 activator 95.9, STAT3 activator 97.5, APP 5'UTR act -14.3 and NF-kB neuron act 1.14.
For CCCCn1c2c(c(=O)n(C)c1=O)C(CC(=O)OCC(=O)Nc1cccc(C(F)(F)F)c1)C(=O)N2 (configuration not stated) the results were FLuc inhib CS -6.9, STAT3 inh 4.0, FLuc stim CS 1.1, STAT1 blocker 4.6, APP 5UTR inh -5.3, ROMK primary 0.562, STAT1 activator 95.8, STAT3 activator 102.0, APP 5'UTR act 5.3 and NF-kB neuron act 1.17.
For O=C(CC(O)(c1ccccc1)C(F)(F)F)c1cccs1 (configuration not stated) the results were FLuc inhib CS -2.7, STAT3 inh -0.4, FLuc stim CS 1, STAT1 blocker 1.4, APP 5UTR inh -21.4, ROMK primary -0.666, STAT1 activator 98.7, STAT3 activator 100.5, APP 5'UTR act 21.4 and NF-kB neuron act 1.02.
`CC(C)OCCCN1CN(S(=O)(=O)c2ccc(Cl)cc2)c2nc3ccccc3nc21` gave FLuc inhib CS -1.0, STAT3 inh 12.8, FLuc stim CS 1, STAT1 blocker -5.8, APP 5UTR inh -23.0, STAT1 activator 105.1, STAT3 activator 91.1, APP 5'UTR act 23.0 and NF-kB neuron act 1.24.
Screening O=C(CN1CCCCC1)Nc1ccccc1Cl returned FLuc inhib CS -1.6, STAT3 inh 6.4, FLuc stim CS 1, STAT1 blocker -4.9, APP 5UTR inh 17.7, ROMK primary 1.02, STAT1 activator 103.0, STAT3 activator 98.3, APP 5'UTR act -17.7 and NF-kB neuron act 1.2.
`N#Cc1c(N)nc2c(c1N)CC(COc1ccccc1)O2` (configuration not stated) gave FLuc inhib CS -0.7, STAT3 inh 1.2, FLuc stim CS 1, STAT1 blocker -31.1, APP 5UTR inh -27.1, ROMK primary 1.11, STAT1 activator 127.8, STAT3 activator 105.6, APP 5'UTR act 27.1 and NF-kB neuron act 2.26.
For Cn1c(Cn2nnc(-c3ccccc3)n2)nnc1SCc1ccccc1Cl the results were FLuc inhib CS -0.8, STAT3 inh 2.5, FLuc stim CS 1, STAT1 blocker -1.1, APP 5UTR inh 15.1, ROMK primary -1.53, STAT1 activator 101.1, STAT3 activator 103.0, APP 5'UTR act -15.1 and NF-kB neuron act 0.91.
For CCC(C)(C)NC(=O)Cc1ccc(Cl)cc1 the results were FLuc inhib CS -4.7, STAT3 inh -2.8, FLuc stim CS 1, STAT1 blocker -2.5, APP 5UTR inh 1.5, ROMK primary 1.29, STAT1 activator 101.7, STAT3 activator 104.3, APP 5'UTR act -1.4 and NF-kB neuron act 1.24.
OCCN(Cc1ccccc1)C(=S)Nc1ccc(Cl)cc1Cl was read as FLuc inhib CS 2.7, STAT3 inh 7.5, FLuc stim CS 1, STAT1 blocker 0.1, APP 5UTR inh -22.2, ROMK primary -0.29, STAT1 activator 97.9, STAT3 activator 98.3, APP 5'UTR act 22.2 and NF-kB neuron act 1.08.
O=C(CSc1nnnn1-c1ccccc1)Nc1ccc(Cl)cc1 was read as FLuc inhib CS -3.6, STAT3 inh 0.8, FLuc stim CS 1, STAT1 blocker -2.4, APP 5UTR inh -5.1, STAT1 activator 102.2, STAT3 activator 104.6, APP 5'UTR act 5.1 and NF-kB neuron act 0.82.
